RGS4 inh: RGS4 inhibitors, primary screen, cell-based, HEK293 M3R inducible RGS4, calcium flux; B-score at 10 µM; Fluo-4 calcium flux; active compounds read high; triggered by carbachol at its EC20; 310,000 compounds, 0.45% hits;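 active = B-score, a plate-corrected calcium signal, over three deviations above library mean, with baseline fluorescence within five deviations of library mean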;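 also: RGS4 expression induced by doxycycline in cells with stable M3 receptor; B-score is computed from the integrated fluorescence ratio over baseline after carbachol; higher B-score means a larger calcium signal and so more RGS4 inhibition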
KCNQ1 act: potentiators or activators of KCNQ1 channel, primary screen, cell-based, thallium flux, high-throughput. Potassium voltage-gated channel subfamily KQT member 1 (Homo sapiens), P51787. CHO-K1 KCNQ1, thallium flux FluxOR fluorescence; active compounds read high. B-score at 10 µM. 310,000 compounds, 0.35% hits. AID 2648, 2010;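 active = fluorescence ratio B-score, a plate-corrected score, at least three library SD, with initial intensity B-score within 5 SD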
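System: Stable KCNQ1 CHO-K1 line | Incubation: 90 min dye loading and 20 min compound exposure, both at room temperature | Measure: Ratio B score | Medium: Assay buffer for compound exposure, DMSO matched across wells | Compound dosing: Single-concentration screen | Probe or stimulus: K+/Tl+ depolarizing stimulus | Measured by: Kinetic FluxOR fluorescence, 10 s baseline plus 110 s post-stimulus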
TMEM16A act: TMEM16A chloride channel activators or potentiators, primary screen, cell-based, HTS. Anoctamin-1 (Mus musculus), Q8BHY3. HEK293 TMEM16A/YFP-H148Q/I152L, iodide quench fluorescence; active compounds read low. B-score at 10 µM. 340,000 compounds, 0.3% hits;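 active = fluorescence-ratio B-score plate-corrected deviation score at least 3 library SD below zero, with starting fluorescence score within 5 deviations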;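 also: channel opened by trigger with iodide after compound preincubation; score built on the fluorescence ratio of max minus min over baseline; more negative score means more quench and so TMEM16A activation or potentiation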
MrgX1 allo act: positive allosteric modulators of MrgX1, primary screen, HEK293 cells, Fluo-4 calcium flux; Mas-related G-protein coupled receptor member X1 (Homo sapiens), Q96LB2; FDSS; active compounds read high; B-score at 10 µM; 310,000 compounds, 0.63% hits; AID 588675, 2011;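 active = plate-corrected calcium response at least 3 library SD above typical, normal starting fluorescence, not activating the receptor alone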;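 also: compound read alongside a low EC10 to EC30 dose of BAM8-22 agonist; peak minus trough fluorescence over baseline measured at the second addition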
ANO1 block: TMEM16A chloride channel inhibitors, primary screen, cell-based, HTS; Anoctamin-1 (Mus musculus), Q8BHY3; HEK293 TMEM16A/YFP iodide influx fluorescence, ionomycin; normalized B-score (activity score, 25-100; higher = stronger inhibition) at 10 µM; 310,000 compounds, 1.2% hits;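 active = ratio plate-corrected score three or more library SD toward inhibition, starting fluorescence score within five deviations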;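 also: score derived from kinetic fluorescence span divided by baseline fluorescence per well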
KCNK3 block: human KCNK3 channel inhibitors, primary screen, CHO cells, FluxOR thallium flux, B-score; Potassium channel subfamily K member 3 (Homo sapiens), O14649; B-score at 10 µM; FluxOR fluorescence; active compounds read low; 340,000 compounds, 0.84% hits;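 active = B-score under library mean minus 4 SD, starting fluorescence ratio at most library mean plus 5 SD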;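 also: more negative B-score means stronger inhibition of thallium flux through KCNK3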
RGS4 pot: RGS4 potentiators or activators, primary screen, cell-based, HEK293 M3R inducible RGS4, calcium flux; AID 463111, 2010; B-score at 10 µM; 310,000 compounds, 0.92% hits; carbachol calcium flux Fluo4; active compounds read low;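 active = B-score of the integrated calcium signal more than 4 SD below the library mean, with starting fluorescence not abnormally high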;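 also: negative B-score means reduced calcium response which marks RGS4 activation or potentiation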
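Material: M3R-expressing HEK293 line, RGS4 induced by doxycycline | Schedule: Overnight RGS4 induction, 30 min dye load 37 °C, 20 min compound RT | Measured by: Fluo4 fluorescence kinetic imaging of calcium | Read-out: Integrated calcium ratio converted to B score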
KCNK9 inh: KCNK9 potassium channel inhibitors, primary screen, HEK293 cells, thallium flux. Potassium channel subfamily K member 9 (Homo sapiens), Q9NPC2. FluxOR thallium flux fluorescence; active compounds read low. B-score at 10 µM. 310,000 compounds, 1.2% hits;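 active = ratio B-score over 3 SD below the library mean, with starting fluorescence within 5 SD of its mean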;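 also: negative B-score means less thallium flux so channel inhibition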
MrgX1 ag: agonists of human MrgX1 receptor, primary screen, HEK293 cells, Fluo-4 calcium flux. Mas-related G-protein coupled receptor member X1 (Homo sapiens), Q96LB2. Fluo-4 calcium fluorescence, agonist mode; active compounds read high. B-score at 10 µM. 310,000 compounds, 0.44% hits. AID 588627, 2011;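 active = calcium response B-score plate-corrected fluorescence ratio at least 3 library SD, with starting fluorescence B-score inside 5 SD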
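Material – MrgX1-expressing HEK293 cells · Input – 15,000 cells seeded per well · Dosing – compound as first of three additions · Times – overnight seeding, then 1 h dark dye loading · Measured by – kinetic Fluo-4 NW fluorescence of intracellular calcium · Read-out – B-scored fluorescence response ratio · Benchmarks – positive and negative control wells on each plate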
hERG rescue: hERG rescue from dofetilide block, primary screen, cell-based, CHO-hERG, FluxOR thallium flux, dofetilide IC70 | dofetilide IC70 present | 310,000 compounds, 0.51% hits | AID 1511, 2009 | activation (rescue from dofetilide block), less the hit threshold, % at 10 µM;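 active = activation above the mean of controls blocked by dofetilide plus 5 SD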;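 also: thallium influx through hERG after potassium depolarization seen as dye fluorescence rise; in these data hits start at about 4.7%; inactives centre near -7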
Target sequence (Q12809 whole entry, looked up): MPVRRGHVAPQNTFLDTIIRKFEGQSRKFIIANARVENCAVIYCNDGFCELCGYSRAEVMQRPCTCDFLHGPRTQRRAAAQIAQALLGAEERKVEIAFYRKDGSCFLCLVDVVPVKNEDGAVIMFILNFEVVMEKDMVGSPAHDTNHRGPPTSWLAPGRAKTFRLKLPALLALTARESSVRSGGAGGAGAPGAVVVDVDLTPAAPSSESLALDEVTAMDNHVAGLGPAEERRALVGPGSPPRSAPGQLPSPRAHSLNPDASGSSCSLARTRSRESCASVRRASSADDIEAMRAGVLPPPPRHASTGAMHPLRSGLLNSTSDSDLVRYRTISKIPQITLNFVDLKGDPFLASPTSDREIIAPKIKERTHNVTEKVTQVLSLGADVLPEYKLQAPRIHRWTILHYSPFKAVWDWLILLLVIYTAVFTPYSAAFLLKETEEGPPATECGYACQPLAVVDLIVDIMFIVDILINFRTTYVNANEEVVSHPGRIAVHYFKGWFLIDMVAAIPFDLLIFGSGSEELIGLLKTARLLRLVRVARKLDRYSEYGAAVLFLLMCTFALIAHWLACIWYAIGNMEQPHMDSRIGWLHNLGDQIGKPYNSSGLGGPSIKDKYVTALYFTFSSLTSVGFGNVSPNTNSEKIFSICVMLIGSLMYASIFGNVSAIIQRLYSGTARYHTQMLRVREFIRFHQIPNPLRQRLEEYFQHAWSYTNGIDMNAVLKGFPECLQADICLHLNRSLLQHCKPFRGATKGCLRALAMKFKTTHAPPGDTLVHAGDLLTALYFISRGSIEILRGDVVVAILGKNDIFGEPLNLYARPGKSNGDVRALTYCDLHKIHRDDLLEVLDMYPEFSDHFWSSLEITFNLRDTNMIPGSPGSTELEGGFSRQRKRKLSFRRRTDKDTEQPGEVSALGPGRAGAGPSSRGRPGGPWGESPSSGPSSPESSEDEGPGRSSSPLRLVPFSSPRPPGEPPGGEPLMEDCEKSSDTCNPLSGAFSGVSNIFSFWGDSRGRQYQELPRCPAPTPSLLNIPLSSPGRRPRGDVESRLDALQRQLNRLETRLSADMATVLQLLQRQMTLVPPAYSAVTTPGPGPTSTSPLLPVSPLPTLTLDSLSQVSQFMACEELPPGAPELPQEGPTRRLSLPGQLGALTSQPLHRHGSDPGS
KCNQ1 inh: inhibitors of human KCNQ1 channel, primary screen, cell-based, thallium flux, high-throughput | Potassium voltage-gated channel subfamily KQT member 1 (Homo sapiens), P51787 | CHO-K1 KCNQ1, FluxOR thallium flux fluorescence; active compounds read high | B-score at 10 µM | 310,000 compounds, 1.3% hits | AID 2642, 2010;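 active = compounds whose thallium flux B-score, printed positive for inhibition, exceeds three library SD while starting fluorescence stays within three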;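 also: channel opened by potassium depolarization with thallium stimulus after 20 min compound exposure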
Starred values were filed as active, the others as inactive; i = inactive; . = not tested or not shown.

structure | RGS4 inh | KCNQ1 act | TMEM16A act | MrgX1 allo act | ANO1 block | KCNK3 block | RGS4 pot | KCNK9 inh | MrgX1 ag | hERG rescue | KCNQ1 inh
CC(CCc1ccco1)NC(=O)CCc1nnc2ccc(NCc3ccccc3)nn12 (configuration not stated) | i | i | i | i | i | i | i | i | i | -12 | i
Cc1cc(NC(=O)CSc2nc3ccccc3n2CC(C)C)no1 | i | i | i | i | i | i | i | i | i | -8 | i
O=C(COC(=O)[C@H](Cc1ccccc1)NC(=O)c1ccco1)NCc1ccccc1 | i | i | i | i | i | i | i | i | i | -22 | i
CC[C@@H](C)C(NC(=O)OC(C)(C)C)c1cn([C@@H](Cc2cc3ccccc3[nH]2)C(=O)N2CCN(C(=O)OC(C)(C)C)CC2)nn1 (some centres not stated) | i | i | i | i | i | i | i | i | i | -3 | i
COc1ccc(OC)c(-c2csc(NC(=O)Cc3ccccc3F)n2)c1 | i | i | i | i | i | i | i | -6.7* | i | -7 | i
COC(=O)C1=CN(c2ccc(F)cc2)C=C(C(=O)OC)C1c1cccc([N+](=O)[O-])c1 | i | i | i | i | i | i | i | i | i | -6 | i
CCCC(=O)Nc1cccc(C(=O)Nc2ccccc2OCC)c1 | i | i | . | i | i | . | i | -7.8* | i | -9 | i
Cc1ccccc1CN(C)C(=O)COC(=O)CSc1ccc([N+](=O)[O-])cc1 | i | i | i | i | i | i | i | i | i | -17 | i
Cc1nnc(SCCC(C)C)[nH]c1=O | i | i | i | i | i | i | i | i | i | -12 | i
CC(C)Cn1c(=O)c2ccccc2n2c(CCC(=O)NCC3CCCO3)nnc12 (configuration not stated) | i | i | i | i | i | i | i | i | i | -14 | i
Cc1cc(NC(=O)CN2CCC(n3nnc4cc(C(F)(F)F)ccc43)CC2)no1 | i | i | i | i | i | i | i | i | i | -1 | i
Cc1nc2sc(C(=O)O)c(N)c2c2c1COC(C)(C)C2 | i | i | i | i | i | i | i | i | i | -13 | i
Cc1ccc(-c2nnc(N3CCN(C(=O)CN4C(=O)c5ccccc5C4=O)CC3)c3ccccc23)cc1 | i | i | i | i | i | i | i | i | i | -9 | i
CC(C)Cn1c(N)c(C(=O)CSc2nc3ccccc3c(=O)n2CCCN2CCOCC2)c(=O)n(C)c1=O | i | i | . | i | i | . | i | i | i | -7 | i
O=C(O)C1CCN(c2nc(-c3ccccc3)c3cc(Br)ccc3n2)CC1 | i | i | i | i | i | i | i | i | i | -5 | i
Cc1c(NC(=O)CSC2=C(C#N)C(c3ccccc3F)CC(=O)N2)c(=O)n(-c2ccccc2)n1C (configuration not stated) | i | i | i | i | i | i | i | i | i | -3 | i
COc1ccccc1-c1nnc(NC(=O)c2ccc(S(=O)(=O)N(C)C)cc2)o1 | i | i | i | i | i | i | i | i | i | -8 | i
COc1ccc(CNS(=O)(=O)c2ccc3c(c2)CCN3C(=O)C2CC2)cc1 | i | i | i | i | i | i | i | i | i | -5 | i
Cc1ccc(C)c(NS(=O)(=O)c2cc(C(=O)N3CCCC3)ccc2Cl)c1 | i | i | i | i | i | i | i | i | i | -11 | i
CCN(CC)CCNC(=O)c1ccc(NC(=O)c2ccc(F)cc2F)cc1 | i | i | i | i | i | i | i | i | i | -13 | i

(continued)
structure | RGS4 inh | KCNQ1 act | TMEM16A act | MrgX1 allo act | ANO1 block | KCNK3 block | RGS4 pot | KCNK9 inh | MrgX1 ag | hERG rescue | KCNQ1 inh
COCCNc1nc(SC)nc2sc3c(c12)CCN(C)C3 | i | i | i | i | i | i | i | i | i | -2 | i
CCOC(=O)c1nc(NCc2ccccc2)sc1C | i | i | i | i | i | i | i | i | i | -5 | i
COc1cccc(-c2nc3n(n2)C(c2cccs2)C(C(=O)Nc2cccnc2)=C(C)N3)c1 (configuration not stated) | i | i | i | i | i | i | i | i | i | -14 | i
O=C1[C@H]2[C@@H](c3ccc(Cl)cc3)N3C(=O)N(c4cccc(Br)c4)C(=O)[C@@]3(Cc3ccc(Cl)cc3)[C@H]2C(=O)N1C1CCCCC1 | i | i | i | i | i | i | i | i | i | -3 | i
O=C(O)c1ccccc1SCC(=O)N1CCc2ccccc21 | i | i | i | i | i | i | i | i | i | -3 | i
Cn1cccc2[nH]c(=O)nc1-2 | i | i | i | i | i | i | i | i | i | -6 | i
COc1ccc(-n2nc(C(=O)N3CCC(C#N)CC3)c3c4ccccc4n(C)c3c2=O)cc1 | i | i | i | i | i | i | i | i | i | -11 | i
CCOC(=O)Cn1nnnc1C(CC)N(Cc1ccccc1)Cc1cc2cc(C)ccc2[nH]c1=O (configuration not stated) | i | i | i | i | i | i | i | i | i | -3 | i
Nc1nnc(CC(=O)N/N=C/c2ccc(-c3ccccc3Cl)o2)s1 | i | i | i | i | i | i | i | i | i | -4 | i
CCOC(=O)N1CCN(C(=O)CN2C(=O)CC(C)(C)S(=O)(=O)c3ccccc32)CC1 | i | i | i | i | i | i | i | i | i | -2 | i
COc1ccc2occ(C(=O)c3ccccc3)c2c1 | i | i | i | i | i | i | i | i | i | -1 | i
O=C(c1ccccc1Sc1ccc([N+](=O)[O-])cc1Cl)N1CCOCC1 | i | i | i | i | i | i | i | i | i | -14 | i
O=C(NCc1ccccc1)C1CCCN(c2cnccn2)C1 (configuration not stated) | i | i | i | i | i | i | i | i | i | -4 | i
CC(=O)NCCNC(=O)c1oc2ccccc2c1CSc1ncn[nH]1 | i | i | i | i | i | i | i | i | i | -14 | i
Cc1cc2ncn(C(=O)c3c(-c4ccccc4)noc3C)c2cc1C | i | i | i | i | i | i | i | i | i | 2 | i
O=C(COC(=O)c1ccc([N+](=O)[O-])s1)Nc1ccccc1 | i | i | i | i | i | i | i | i | i | -5 | i
COCCn1nnnc1C(c1ccccc1OC)N1CCN(C(=O)c2ccco2)CC1 (configuration not stated) | i | i | i | i | i | i | i | i | i | -2 | i
O=C(On1c(-c2ccccc2)nc2ccccc2c1=O)c1ccco1 | i | i | i | i | 100* | i | -8.1* | i | i | -13 | i
CC(C)n1c(SCC(=O)N2CCN(C(=O)c3ccco3)CC2)nc2c1c(=O)n(C)c(=O)n2C | i | i | i | i | i | i | i | i | i | -7 | i
Cc1ccc(C2CN=NC23CCc2ccccc2C3=O)cc1 (configuration not stated) | i | i | i | i | i | i | i | i | i | -9 | i

Carrying on:
structure | RGS4 inh | KCNQ1 act | TMEM16A act | MrgX1 allo act | ANO1 block | KCNK3 block | RGS4 pot | KCNK9 inh | MrgX1 ag | hERG rescue | KCNQ1 inh
COc1cc(CC(=O)NCCc2ccc(OCc3ccccc3)cc2)c([N+](=O)[O-])cc1OC | . | . | i | i | i | i | . | . | i | . | .
c1ccc(-c2csc3ncnc(N4CCc5ccccc5C4)c23)cc1 | i | i | i | i | i | i | i | -11* | i | -13 | i
Cc1cccc(NC(=O)CC2Nc3cccc4cccc(c34)NC2=O)c1 (configuration not stated) | i | i | i | i | i | i | i | i | i | -4 | i
CC(=O)Nc1cc(C(=O)OCC(=O)c2ccc(C)cc2)ccc1C | i | i | i | i | i | i | i | i | i | -5 | i
CCOC(=O)c1ccc(NC(=O)C2CCN(S(=O)(=O)CC)CC2)cc1 | i | i | i | i | i | i | i | i | i | -12 | i
CCC1CCC2(CC1)SCC(=O)N2c1ccccc1 (configuration not stated) | i | i | i | i | i | i | i | i | i | -10 | i
Cc1ccc(C(=O)C[n+]2ccc(-c3nnc4n3CCC4)cc2)cc1 | i | i | i | i | i | i | i | i | i | -5 | i
CCOc1ccc(-c2noc(CCCC(=O)NCC3CCCO3)n2)cc1OC (configuration not stated) | i | i | i | i | i | i | i | i | i | -13 | i
Cc1cccn2c(=O)c3cc(C(=O)NC4CCS(=O)(=O)C4)sc3nc12 (configuration not stated) | i | i | i | i | i | i | i | i | i | -3 | i
Cc1cc(C(=O)OCC(=O)Nc2cc(C(F)(F)F)ccc2N2CCOCC2)c(C)o1 | i | i | i | i | i | i | i | i | i | -6 | i
Cc1ccc(C(=O)N/C(=C\c2ccc(-c3cccc([N+](=O)[O-])c3)o2)C(=O)NCCCN(C)C)cc1 | i | i | i | i | i | i | i | i | i | -12 | i
Cc1cc(C)c(S(=O)(=O)N(C)CC(=O)N2CCCCC2)c(C)c1 | i | i | i | i | i | i | i | i | i | -4 | i
CC(=O)c1ccc(NC(=O)CSc2nnc(NC(=O)C3CC3)s2)cc1 | i | i | i | i | i | i | i | i | i | -12 | i
CN(C)S(=O)(=O)c1ccc(Cl)c(NC(=O)CN2CCc3ccccc3C2)c1 | i | i | i | i | i | i | i | i | i | -4 | i
S=c1[nH]nc(C2CCCCC2)n1/N=C/c1cccc(Cl)c1Cl | i | i | i | i | i | i | i | i | i | -2 | i
Cc1ccc(S(=O)(=O)N2CCCC(C(=O)NCC(C)C)C2)cc1 (configuration not stated) | i | i | i | i | i | i | i | i | i | -9 | i
CNCCCOc1ccc2c(c1)CCC2 | i | i | i | i | i | i | i | i | i | -6 | i
COc1cc(NS(=O)(=O)c2ccc(NC(=O)COc3ccccc3Cl)cc2)nc(OC)n1 | i | i | . | i | i | . | i | i | i | -7 | i
COC(=O)c1ccc(N=NNc2ccc(C(=O)OC)cc2)cc1 | i | i | i | i | i | i | i | i | i | -7 | i
Cc1cc(NC(=O)COc2c(C)cccc2C)no1 | i | i | i | i | i | i | i | i | i | -8 | i
COc1cc(/C=C2/SC(N)=NC2=O)ccc1Oc1ccc([N+](=O)[O-])cc1[N+](=O)[O-] | i | i | i | i | i | i | i | i | i | -13 | i

Bioassay records (PubChem)
